Assay outcomes: PubChem BioAssay, Sanford-Burnham Center for Chemical Genomics
NadD inh – inhibitors of Staphylococcus aureus NadD; AID 602399; purified NadD enzyme, colorimetric absorbance read-out; 360,000 compounds, 0.78% hits; inhibition, % at 20 µM; in the data active = inhibition above about 26%; note: some compounds past the cut are filed as inactive
NRP1-CendR mod – NRP-1/CendR interaction modulation | inhibition, % at 25 µM | FAM-RPARPAR peptide binding to NRP-1, fluorescence polarization | O14786 | 360,000 compounds, 0.85% hits;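 active = inhibition or corrected inhibition above about 18%, plus a signal ratio from 0.5 to 1.5, limit read from the data, passing the limit was not always enough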; note: strong numbers were not always called active
Scp1 inh – inhibitors of human Scp-1 phosphatase; Recombinant Scp1, phosphopeptide, malachite green phosphate absorbance; inhibition, % at 20 µM; AID 493091; 340,000 compounds, 0.88% hits;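 active = inhibition above about 50% at 20 µM, limit read from the data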;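 note: plate controls were DMSO wells with enzyme for no effect and wells lacking enzyme for full effect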
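Test system – truncated SCP-1 phosphatase (76-261aa) · Reagent – Phosphorylated 17-residue peptide substrate · Incubation – 45 min room-temperature reaction, 5 min colour, 30 min stabiliser · Detection – colorimetric phosphate reagent with accelerator and stabiliser, absorbance at 630 nm · Measure – % inhibition at 20 µM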
SUMO1-SIM PPI – SUMO1-SIM interaction modulation; P63165; SUMO1 binding to a labelled peptide, TR-FRET, 1 h; inhibition, % at 20 µM; 360,000 compounds, 0.33% hits; AID 602429; in the data active = inhibition above about 37%
SKN-1 block – C. elegans SKN-1 inhibition; 360,000 compounds, 0.49% hits; inhibition, % at 21.8 µM; C. elegans VP596 Pgst-4::GFP/RFP ratio, acrylamide-induced, 24 h;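 active = interference check ratio from 0.5 to 1.5 plus GFP to RFP signal ratio inhibition reaching or exceeding a fixed threshold, cut at about 30% in these data, passing the limit was not always enough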; note: some compounds called inactive have numbers as strong as hits
MT1-MMP act inh – blocks activation of human MT1-MMP; 360,000 compounds, 0.061% hits; GFP/RFP ratio change, % at 20 µM; HT1080 RFP-PRO-GFP cells, GFP/RFP ratio fluorescence, overnight; percent of plate control window, DMSO zero;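 active = GFP/RFP ratio change of at least 30% with cell ATP level not reduced by more than half and red fluorescence within 50% of control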; note: strong numbers were not always called active
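Assay system: HT1080 cells carrying an RFP-PRO-GFP reporter | Dosing: Single dose of 20 µM compound, 1% DMSO final | Incubation: Cells overnight before dosing, compound overnight, 37 °C, 5% CO2 | Evaluation: GFP/RFP fluorescence ratio | Control set: DMSO and RFP-L50D-GFP cell wells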
DNMT1 inh – blocks human DNA methyltransferase DNMT1. DNMT1 molecular beacon, Hinp1I cleavage, fluorescence. AID 588458. inhibition (reported as % activation of signal), % at 10 µM. 360,000 compounds, 0.83% hits; in the data active = inhibition above about 50%
LMPTP inh – blocks human LMPTP phosphatase; P24666; recombinant LMPTP-A, OMFP fluorogenic substrate, fluorescence intensity; inhibition, % at 20 µM; 360,000 compounds, 0.22% hits;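 active = compounds that cut the enzyme signal by at least half of the control window in the single-dose screen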;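 note: plate controls were DMSO wells with enzyme plus substrate for no effect and substrate without enzyme for full effect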
Target sequence (P24666 whole entry, looked up): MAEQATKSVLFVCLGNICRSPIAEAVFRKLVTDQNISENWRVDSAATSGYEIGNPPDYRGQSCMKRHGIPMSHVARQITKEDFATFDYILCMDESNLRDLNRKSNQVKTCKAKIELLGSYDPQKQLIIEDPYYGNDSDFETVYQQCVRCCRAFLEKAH
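Buffer or medium: Bis-Tris pH 6.0, DTT, detergent; Assay system: LMPTP-A enzyme; Quantity: 0.625 nM enzyme; Detection: endpoint fluorescence intensity; Times: 50 min dark incubation at room temperature; Controls: substrate-only low control, DMSO enzyme-plus-substrate high control; Doses: single 20 µM dose; Read-out: percent inhibition versus substrate-only and uninhibited controls; Reagent: 400 µM OMFP.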
Rpn11 inh – blocks the human proteasome subunit Rpn11 | O00487 | human 26S proteasome, Ub4-pepOG fluorescence polarization; 20S core pre-blocked with epoxomicin | calls only at 20 µM | 360,000 compounds, 0.59% hits | AID 588493;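 active = inhibition at 20 µM, scaled to each plate's controls, above about 33%, limit read from the data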
Target sequence (O00487 whole entry, looked up): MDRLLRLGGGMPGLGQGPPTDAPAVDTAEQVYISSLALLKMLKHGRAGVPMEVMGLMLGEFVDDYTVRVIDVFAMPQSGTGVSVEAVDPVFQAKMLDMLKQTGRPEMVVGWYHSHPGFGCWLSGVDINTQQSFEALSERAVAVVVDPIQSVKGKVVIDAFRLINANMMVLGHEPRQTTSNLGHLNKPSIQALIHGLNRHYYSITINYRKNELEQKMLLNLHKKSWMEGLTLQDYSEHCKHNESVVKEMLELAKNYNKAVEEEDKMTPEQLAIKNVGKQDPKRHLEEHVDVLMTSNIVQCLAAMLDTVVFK
STEP block – STEP (human) phosphatase inhibition; P54829; recombinant STEP, OMFP fluorogenic substrate, fluorescence; inhibition, % at 20 µM; 360,000 compounds, 0.25% hits;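 active = inhibition at 20 µM, scaled per plate between control wells, above about 37%, limit read from the data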;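 note: 0% = DMSO with enzyme and substrate and 100% = substrate only without enzyme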
Target sequence (P54829 whole entry, looked up): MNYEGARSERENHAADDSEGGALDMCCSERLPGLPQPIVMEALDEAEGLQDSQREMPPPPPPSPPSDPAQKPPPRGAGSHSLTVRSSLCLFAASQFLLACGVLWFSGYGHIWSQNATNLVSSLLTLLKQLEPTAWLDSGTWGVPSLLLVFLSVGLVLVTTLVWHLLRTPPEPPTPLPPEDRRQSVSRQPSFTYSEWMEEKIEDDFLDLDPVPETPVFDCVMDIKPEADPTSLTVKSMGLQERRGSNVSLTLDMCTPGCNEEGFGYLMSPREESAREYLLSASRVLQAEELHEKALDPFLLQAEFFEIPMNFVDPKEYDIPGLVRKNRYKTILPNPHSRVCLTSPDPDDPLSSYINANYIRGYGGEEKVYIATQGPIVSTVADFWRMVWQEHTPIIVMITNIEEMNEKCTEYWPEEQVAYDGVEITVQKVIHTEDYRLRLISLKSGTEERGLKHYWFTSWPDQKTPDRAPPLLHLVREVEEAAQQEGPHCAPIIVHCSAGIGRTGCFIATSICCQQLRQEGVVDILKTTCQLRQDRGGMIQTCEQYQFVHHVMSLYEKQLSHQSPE
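Measure: Control-normalized % inhibition with plate pattern correction | Test system: STEP phosphatase, cell-free reaction | Medium: pH 6.0 Bis-Tris with DTT and Tween 20 | Technique: Fluorescence, 480/540 nm | Times: Reaction 20 min, ambient temperature | Doses: Single compound dose of 20 µM, 1% DMSO final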
* marks the source's active call; other numbers are inactive results; i = inactive; . = no result given; + = active, no number.

SMILES	NadD inh	NRP1-CendR mod	Scp1 inh	SUMO1-SIM PPI	SKN-1 block	MT1-MMP act inh	DNMT1 inh	LMPTP inh	Rpn11 inh	STEP block
O=c1oc2ccccc2cc1-c1nnc(-c2cccc(Br)c2)o1	0	4	-4	-17	-45	.	26	-0.5	i	3
COc1ccc(Br)cc1CNC(=O)C1CCN(c2nnc(N3CCCC3=O)s2)CC1	10	14	1	2	-10	1	1	-0.2	i	0
Cc1nn(-c2ccccc2)c(Cl)c1/C=N/NC(=O)c1cccc(S(=O)(=O)N2CCCC2)c1	4	-13	94*	-1	-2	2	25	4.0	+	26
COc1ccc2c(c1)sc1nc(=O)ccn12	3	14	16	-3	4	-1	1	-0.8	i	2
O=C(NCCC1CCCCN1S(=O)(=O)c1ccccc1)C(=O)NCc1ccc(F)cc1 (configuration not stated)	-3	-2	-7	-1	13	-3	-1	-0.3	i	2
Cc1ccc(-c2cnc(C(O)c3cc(Cl)cc(Cl)c3)[nH]2)cc1 (configuration not stated)	-2	9	.	21	-8	2	-2	2.5	i	1
COc1ccccc1NC(=O)c1cc(Cl)ccc1NC(=O)c1ccco1	-8	-4	-2	-3	8	-7	-1	0.8	i	-2
CCOC(=O)C(=CNc1cc(C)ccc1[N+](=O)[O-])C(=O)OCC	-5	1	-5	-24	-9	1	0	1.2	i	2
O=C(O)c1ccccc1NC(=O)C1CCCO1 (configuration not stated)	-1	0	1	-2	-5	6	1	-0.2	i	-9
CC1CCCCN1C(=O)c1c(Cl)cnn1C (configuration not stated)	1	3	-5	5	11	-9	1	-1.1	i	-2
COc1cccc(C2C3CN(C)CC=C3C(C#N)=C(N)C2(C#N)C#N)c1OC (configuration not stated)	0	36	-10	-15	10	-70	-4	4.7	i	-4
CC(C)CN(CCCNC(=O)CN1C(=O)CSc2ccc(S(=O)(=O)N3CCOCC3)cc21)CC(C)C	-7	16	2	-4	0	-4	0	-2.1	i	0
C=CCN(C(=O)COc1ccccc1)c1nnc(-c2ccncc2)s1	-1	-9	-5	-1	-21	-1	3	-1.8	i	-1
CCn1nnnc1SCC(=O)Nc1cccc(C)n1	-2	-4	-7	4	26	0	-3	-1.1	i	0
CCC(C)(C)NC(=O)C1CCCN1C(=O)NC1CCCCC1 (configuration not stated)	-3	-2	-7	3	8	0	1	-1.7	i	0
O=S(=O)(NC(=S)NC1CCCCC1)c1ccc(Cl)cc1	0	12	-8	-1	-10	-1	-2	-2.3	i	2
COc1ccc(C2COC(=O)C2=N)c(NC(=O)c2ccccc2)c1 (configuration not stated)	-1	11	-9	-6	20	-7	-7	-0.6	i	1
COc1ccc(OC)c(NC(=O)CSc2nnc(Cn3nnc4ccccc43)n2C)c1	9	-1	-2	3	-5	1	2	-1.9	i	2
COc1cnc(-c2ccccn2)nc1Sc1cccc(Cl)c1	18	-12	-3	-2	16	-1	-5	2.4	i	1
CC(C)(C)C(=O)Nc1ccc(-c2cn3cccnc3n2)cc1	1	-10	-12	-14	5	8	-2	1.4	i	-1
CCc1nccn1S(=O)(=O)c1cccc([N+](=O)[O-])c1	-4	-16	-12	-11	1	0	1	-0.9	i	-4
O=C(CSc1n[nH]c(-c2ccccc2)n1)Nc1ncccn1	2	3	-5	2	2	1	-1	-2.6	i	0
O=C(COc1ccc(Cl)cc1Cl)NCCC1=CCCCC1	0	6	-3	1	13	1	-4	2.9	i	0
COc1ccc(S(=O)(=O)N(C)CC(=O)NC2CCCCC2)cc1OC	-1	-14	-1	-6	-13	2	-1	-0.8	i	2
COc1ccc(/C=C(\C#N)C(=O)N=CN(C)C)cc1	0	10	-1	-20	4	0	0	0.3	i	-3
CCCCN1CC(C(=O)NC2CCCCC2)CC1=O (configuration not stated)	-2	2	3	-5	-14	-4	2	-2.8	i	-6
Cc1nn(C)c(Oc2cccc(Cl)c2)c1C(=O)O	-4	-2	-9	-2	-3	-1	2	1.0	i	-2
C/C(=N/NC(=O)CNC(=O)c1cccnc1)c1ccccc1	0	5	-10	4	-3	-8	-1	0.7	i	2
O=C(CC1SC(=Nc2cccc3ccccc23)N(Cc2ccccn2)C1=O)Nc1ccccc1Br (configuration not stated)	21	-2	13	1	15	-10	-20	3.6	i	-2
O=C(COc1ccc(Cl)cc1Cl)NN1C(=O)C2C3C=CC(C3)C2C1=O (configuration not stated)	2	16	0	-2	10	14	4	-1.3	i	-1
O=C(O)C1C2C=CC3(CN(Cc4ccncc4)C(=O)C13)O2 (configuration not stated)	-4	14	5	2	-5	4	2	-0.7	i	1
CS(=O)(=O)N1N=C(c2ccco2)CC1c1ccccc1 (configuration not stated)	-1	-9	-12	-2	4	-2	-11	-2.0	i	-4
CCCCn1c(SCC(=O)N2CCC(C)CC2)nc2ccsc2c1=O	-1	-6	-5	-2	-9	3	2	0.1	i	0
C=CCCC(=O)N1C[C@H]2CCN(C)[C@H]2C[C@H]1c1ccc(Br)cc1	-4	10	.	-2	11	-1	1	4.3	i	-1
Cc1onc(-c2c(F)cccc2Cl)c1C(=O)ONC(=O)c1ccccc1	-6	-8	-11	6	-5	2	0	-0.1	i	-3
O=C(O)c1ccc(Cl)cc1NC(=O)C1CCCO1 (configuration not stated)	-2	-7	-6	1	10	-3	2	-2.8	i	-1

Single records, from the list above.
`C=CCCC(=O)N1C[C@H]2CCN(C)[C@H]2C[C@H]1c1ccc(Br)cc1` as listed: NadD inh = -4; NRP1-CendR mod = 10; Scp1 inh = .; SUMO1-SIM PPI = -2; SKN-1 block = 11; MT1-MMP act inh = -1; DNMT1 inh = 1; LMPTP inh = 4.3; Rpn11 inh = i; STEP block = -1
`CS(=O)(=O)N1N=C(c2ccco2)CC1c1ccccc1` (configuration not stated) as listed: NadD inh = -1; NRP1-CendR mod = -9; Scp1 inh = -12; SUMO1-SIM PPI = -2; SKN-1 block = 4; MT1-MMP act inh = -2; DNMT1 inh = -11; LMPTP inh = -2.0; Rpn11 inh = i; STEP block = -4

The results go on:
SMILES	NadD inh	NRP1-CendR mod	Scp1 inh	SUMO1-SIM PPI	SKN-1 block	MT1-MMP act inh	DNMT1 inh	LMPTP inh	Rpn11 inh	STEP block
CC(=O)Nc1ccc(S(=O)(=O)N2CCN(c3ncccn3)CC2)cc1	-5	18	-8	7	6	-4	2	-0.3	i	1
COCCn1c(SCC(=O)Nc2ccccc2)nnc1-c1ccoc1C	-1	9	-4	0	13	-6	7	-0.9	i	-2
COc1cccc(OCCNc2cc(N3CCCCC3)ccc2[N+](=O)[O-])c1	9	-2	-8	-8	6	-3	-3	5.1	i	4
COc1ccccc1NC(=O)C/C(C)=N/NC(=O)COc1c(Br)cc(Br)cc1OC	-4	-14	-4	4	-10	-2	-5	0.8	i	2
NCc1csc(Nc2ccc(C(=O)c3ccccc3)cc2)n1	3	-7	.	-5	10	-3	-13	1.1	i	-2
COc1ccc(OC)c2[nH]c(=O)c(CCNC(=O)COc3ccccc3)cc12	0	-14	0	-1	7	6	-3	-1.7	i	-5
CCN(CC(=O)Nc1ccc(OC)cc1)C(=O)c1oc2c(Cl)cccc2c1C	-3	-7	-1	4	-2	-4	-7	1.1	i	-1
Cc1nc(/C(N)=N/OC(=O)c2c(-c3ccccc3Cl)noc2C)cs1	-8	10	-4	13	-13	3	-1	-0.8	i	-4
COc1ccc(-c2nc(-c3ccccc3)no2)c(OC)c1	-13	4	-8	-1	17	-2	0	1.1	i	-2
CCOC(=O)c1cnc2ccc(C)cc2c1NCCO	-2	27*	0	-3	11	3	3	-1.7	i	0
CC(C)c1nc2oc3c(=O)[nH]cnc3c2c2c1CCC2	-1	4	3	16	-8	5	2	-1.8	i	2
Nc1c(C(=O)NCCN2CCOCC2)c2nc3ccccc3nc2n1CCc1ccccc1	4	-24	-5	-9	18	-13	45	3.3	+	2
CCC(C)(C)NC(=O)c1ccc(S(=O)(=O)N(C)c2ccccc2OC)cc1	5	-1	-7	0	9	-4	-1	0.3	i	-1
O=C(c1cc(-c2ccncc2)nc2ccc(Cl)cc12)N1CCN(Cc2ccc3c(c2)OCO3)CC1	-1	-7	2	-8	4	-10	0	-0.7	i	0
NCC1CCC(C(=O)Oc2ccc(CCC(=O)O)cc2)CC1 (configuration not stated)	-3	-5	-12	0	18	2	-2	-0.3	i	2
Cc1ccc([N+](=O)[O-])c(OCC(=O)OCC(=O)c2ccccc2)c1	-2	4	-13	2	11	-4	1	0.5	i	1
Cc1cccc(C(=O)NNC(=O)c2cccc(C)c2)c1	-6	-6	-4	-2	3	-2	2	-1.1	i	0
Cc1cc(C)cc(NS(=O)(=O)Cc2ccccc2)c1	-4	-17	-5	-3	-14	-2	4	-1.0	i	-2
COc1ccc(NC(=O)CCCNC(=O)Cn2cnc3sc4c(c3c2=O)CCCC4)cc1OC	-2	6	-7	-2	20	1	-4	1.0	i	1
FC(F)(F)c1cccc(-c2ccc(/C=N/Nc3nncc(-c4ccccc4)n3)o2)c1	1	-6	10	-2	2	6	40	-1.1	i	0
COc1ccc(Cl)cc1NC(=O)CCN1CCN(C)CC1	-2	-1	-8	0	11	2	2	-3.1	i	3
Nc1nc(-c2ccccc2)nn1C(=O)c1ccco1	-3	4	-9	15	9	-1	2	0.1	i	-3
O=C(CN(c1ccccc1)S(=O)(=O)c1ccccc1)NCCSc1ccccn1	1	6	-5	2	0	1	-2	0.2	i	3
CCC(=O)N1CC23C=CC(CC2CC12CCCCC2)O3 (configuration not stated)	-4	-2	-1	0	-18	-1	0	-0.9	i	-3
Cc1ccc(N(CC(=O)NC2CCCC2)C(=O)CNC(=O)c2cccs2)cc1F	-3	4	-5	3	8	-1	-1	-0.3	i	0
CCC(=O)N1N=C(c2ccc(NS(=O)(=O)CC)cc2)CC1c1ccc(C)cc1 (configuration not stated)	-3	-1	-4	-9	3	-1	0	0.4	i	-1
Cn1c(SCc2nnc(-c3ccccc3Br)o2)nc2sc3c(c2c1=O)CCC3	6	13	-12	8	12	0	-3	3.2	i	2

Sorted by number of heavy atoms (high to low): 3 of the compounds above
SMILES	NadD inh	NRP1-CendR mod	Scp1 inh	SUMO1-SIM PPI	SKN-1 block	MT1-MMP act inh	DNMT1 inh	LMPTP inh	Rpn11 inh	STEP block
O=C(c1cc(-c2ccncc2)nc2ccc(Cl)cc12)N1CCN(Cc2ccc3c(c2)OCO3)CC1	-1	-7	2	-8	4	-10	0	-0.7	i	0
O=C(CN(c1ccccc1)S(=O)(=O)c1ccccc1)NCCSc1ccccn1	1	6	-5	2	0	1	-2	0.2	i	3
Cc1cccc(C(=O)NNC(=O)c2cccc(C)c2)c1	-6	-6	-4	-2	3	-2	2	-1.1	i	0
